High-throughput results from PubChem BioAssay.
ELG1 repair inh = blocks ELG1-dependent DNA repair in HEK293T cells | Potency, µM (titrated, usually from 46.1 µM), for the others: at the highest dose activity change, negative = inhibition, most hits filed as inhibitors | HEK293T ELG1-luciferase reporter, luminescence, 16 h; DNA damage induced by 5-fluorouridine | 330,000 tested, 2.3% active; also: potency is read from the fitted curve at half-maximal effect; % is scaled to controls: 0 for no effect and ±100 for the full control effect; nearly all actives have a fitted effect of over 55% in size
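Step one: seed 2,000 cells per well. Step two: pin-transfer compound or DMSO alongside 5-fluorouridine. Step three: incubate 16 hr, 37 °C, 5% CO2. Step four: add ONE-Glo, wait 30 min, read luminescence.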
BCR signal inh = chronic active BCR signaling inhibition. ABC-DLBCL IkBa-CBG/CBR reporter, luminescence ratio, 4 h. 340,000 tested, 0.05% active. Potency, µM (series often up to 46.1 µM), for the others: at the highest dose ratio change, negative = lower green/red ratio, actives largely listed as inhibitors; active = well fitted inhibition curve with a large enough effect in the signal ratio, with a control signal flat, not every such curve was filed as active; inconclusive = small, poorly fitted or top-dose-only effect, or effect the other way, or a change in a side signal; the % refers to the signal ratio;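 also: potency is read from the fitted curve at half-maximal effect; plate controls were basal doxycycline-induced cells for no effect and cells given 10 µM MG132 for full effect; MG132 reads +100%, hits lower the ratio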
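Compounds up to 46 uM were incubated four hours with TMD8 cells whose green CBG68 luciferase is fused to IkappaBalpha; red CBR luminescence normalised the signal, and concentration-effect curves were fitted to fusion, red and ratio data.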
Mito fusion yeast = blocks mitochondrial division or promotes mitochondrial fusion | S. cerevisiae fusion-defective mutant growth rescue, CellTiterGlo 48 h | Potency, µM (doses to about 46.1 µM), inactives show at the top dose growth rescue (activation), actives largely listed as activators | 320,000 tested, 0.23% active | AID 485298;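 also: potency is read from the fitted curve at half-maximal effect; % of control where 0% means no effect; nearly all actives have a fitted effect of over 45% in size; temperature-sensitive fusion mutants such as fzo1-1 at 37 °C on non-fermentable ethanol glycerol medium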
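S. cerevisiae fusion-defective temperature-sensitive mutants (e.g. fzo1-1, mgm1-5) grown 48 h at 37C in YPEG (ethanol/glycerol non-fermentable) medium with 23 nl compound per well; growth rescue read as CellTiterGlo luminescence.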
Tb PFK block = blocks T. brucei phosphofructokinase; T. brucei PFK, ADP-Glo luminescence; Potency, µM (titrated, usually from 57.5 µM), without a hit: top-dose activity, negative = inhibition, actives largely listed as inhibitors; 330,000 tested, 0.17% active; AID 485367;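 also: potency is read from the fitted curve at half-maximal effect; 0% = uninhibited 1x PFK enzyme wells and -100% = no-enzyme wells; nearly all actives have a fitted effect of over 60% in size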
Target sequence (O15648 whole entry, looked up): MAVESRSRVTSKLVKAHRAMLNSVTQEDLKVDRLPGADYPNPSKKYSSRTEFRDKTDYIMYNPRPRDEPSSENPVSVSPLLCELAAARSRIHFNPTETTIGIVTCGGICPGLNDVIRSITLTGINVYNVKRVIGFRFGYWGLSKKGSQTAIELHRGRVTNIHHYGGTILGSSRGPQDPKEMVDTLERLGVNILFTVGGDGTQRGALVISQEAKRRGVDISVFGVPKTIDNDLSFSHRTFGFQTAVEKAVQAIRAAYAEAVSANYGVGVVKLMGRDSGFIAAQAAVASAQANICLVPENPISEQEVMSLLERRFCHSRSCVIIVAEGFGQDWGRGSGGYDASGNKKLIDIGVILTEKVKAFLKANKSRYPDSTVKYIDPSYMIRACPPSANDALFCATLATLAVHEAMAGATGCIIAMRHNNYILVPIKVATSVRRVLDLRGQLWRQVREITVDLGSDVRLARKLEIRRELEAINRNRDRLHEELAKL
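Activity is normalized to no-enzyme wells (full inhibition) and 1.25 nM enzyme wells (no inhibition). Reaction: 0.5 mM F6P, 0.1 mM ATP, 45 min RT, ADP-Glo luminescence; concentration-response curves fitted and classed by quality.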
TCR activator = activators of T cell receptors; primary human leukocytes, anti-CD3, IL-2 HTRF, 48 h; Potency, µM (doses to about 9.22 µM), inactives show at the highest dose activation of IL-2 secretion, most hits filed as activators; 330,000 tested, under 10 active; also: % of control where 0% means no effect
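Primary human leukocytes receive a-CD3 beads and test compound and are incubated 48 hr. Secreted IL-2 is then assayed by HTRF, measuring 665nm acceptor emission after 320nm excitation of the europium donor.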
Integrin act MD = activates integrin-mediated alleviation for muscular dystrophy | 350,000 tested, 0.064% active | alpha7betagal myoblasts, beta-gal FDG fluorescence, 48 h | Potency, µM (top dose mostly 38.3 µM), without a hit: at the top dose activation, actives largely listed as activators | AID 624291;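 also: potency is read from the fitted curve at half-maximal effect; 100% = response of the positive control SU9516; nearly all actives have a fitted effect of over 60% in size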
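alpha7betagal+/- myoblasts (passage 13, 250/well) treated 48 h at 37C with compounds at 1:260 dilution of DMSO stock. Lysed, then beta-galactosidase activity read as FDG fluorescence (ex 480/em 540) after 30 min, with pre-read for autofluorescence.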
TSHR antagonist = human thyrotropin receptor antagonism. P16473. TSHR-expressing cells, TSH-stimulated cAMP HTRF, 2 h; active compounds read low. activity change, negative = inhibition, % at 11.5 µM. 330,000 tested, 0.2% active;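 active = activity change below a set negative limit, meaning inhibition stronger than a set level, cut at about -70% in these data; inconclusive = activity change between two set negative limits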; also: % is scaled to controls: 0 for no effect and ±100 for the full control effect
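Read-out is FRET at 665 nm (cryptate excitation 337 nm) from a cryptate-tagged anti-cAMP antibody, competed by cell cAMP against cAMP-d2. Compounds are tested on freshly harvested TSHR cells challenged with 4nM TSH (EC80) for 2 hours at 37 deg C.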
TSG101-PTAP inh = blocks PTAP/TSG101 interaction to inhibit HIV-1 budding | Q99816 | Fluorescence polarization, FITC-PTAP peptide / Tsg101 binding | Potency, µM (top dose mostly 115 µM), inactives show at the top dose activity change, negative = inhibition, hits mostly inhibitors | 340,000 tested, under 10 active | AID 493005; active = well fitted inhibition curve with a large enough effect in the main read-out, with a control signal flat, not every such curve was filed as active; inconclusive = small, poorly fitted or top-dose-only effect, or effect the other way, or a change in a side signal; inactive = no such curve, though single readings can be large or run the other way; also: potency is read from the fitted curve at half-maximal effect; % of control where 0% means no effect
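Tsg101 binding domain (10 uM final) was mixed with compound and a FITC-labeled PTAP peptide (50 nM final) in HEPES pH 7.5 buffer with NaCl, Tween 20, EDTA and TCEP; fluorescence polarization was read after 20 min at r.t.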
S-ASM inh = inhibitors of human secretory acid sphingomyelinase | Potency, µM (top dose mostly 57.5 µM), for the others: at the top dose activity change, negative = inhibition, most hits filed as inhibitors | P17405 | 340,000 tested, 0.006% active | placental ASM, HMU-PC fluorogenic substrate, 60 min; also: potency is read from the fitted curve at half-maximal effect
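Fluorogenic HMU-PC substrate (9 uM final) is turned over by placental ASM in 60 min at 37 C after a 10 min compound preincubation. Reaction ended by alkaline stop (pH 10), with fluorescence read at 386/447 nm.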
Eya2 inh = Eya2 (human) phosphatase inhibition | recombinant Eya2, OMFP fluorescence dephosphorylation (OMFP is methylfluorescein phosphate) | Potency, µM (series often up to 76.9 µM), for the others: at the top dose activity, negative = inhibition, actives largely listed as inhibitors | 330,000 tested, 0.006% active; also: potency is read from the fitted curve at half-maximal effect; % is scaled to controls: 0 for no effect and ±100 for the full control effect
Target sequence (O00167 whole entry, looked up): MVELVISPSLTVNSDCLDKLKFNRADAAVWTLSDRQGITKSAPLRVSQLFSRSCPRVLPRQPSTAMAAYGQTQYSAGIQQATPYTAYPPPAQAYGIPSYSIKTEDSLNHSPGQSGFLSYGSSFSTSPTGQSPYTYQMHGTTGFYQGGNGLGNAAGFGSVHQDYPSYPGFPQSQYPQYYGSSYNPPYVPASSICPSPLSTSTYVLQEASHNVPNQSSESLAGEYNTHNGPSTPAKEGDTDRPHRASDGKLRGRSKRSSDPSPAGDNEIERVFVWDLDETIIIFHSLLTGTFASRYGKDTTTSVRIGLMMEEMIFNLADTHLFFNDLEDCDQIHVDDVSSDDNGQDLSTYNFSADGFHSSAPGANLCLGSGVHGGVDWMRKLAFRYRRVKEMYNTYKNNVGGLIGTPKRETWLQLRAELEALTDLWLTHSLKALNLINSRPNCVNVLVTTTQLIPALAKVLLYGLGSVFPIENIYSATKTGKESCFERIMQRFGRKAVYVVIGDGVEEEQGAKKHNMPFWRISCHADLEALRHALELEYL
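Eya2 protein (added as 0.2 uM solution) was preincubated with compound for 10 min at ambient temperature in 50 mM HEPES pH 7.5, 50 mM NaCl, 5 uM MgCl2, 0.05% BSA, 1 mM DTT. OMFP (added at 50 uM) then reacted 10 min; fluorescence read at 485/525 nm.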
AT treatment = potential ataxia-telangiectasia treatments restoring KAP-1 phosphorylation; […] A-T fibroblasts, KAP-1 phosphorylation AlphaLISA; neocarzinostatin DNA damage 30 min before lysis; AID 485349; Potency, µM (doses to about 57.5 µM), for inactives: at the top dose activation, actives largely listed as activators; 320,000 tested, 0.19% active; also: potency is read from the fitted curve at half-maximal effect; % of control where 0% means no effect; nearly all actives have a fitted effect of over 45% in size
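ATM-like activity read as KAP-1 phosphorylation via AlphaLISA donor/acceptor antibody pairs after lysis and 6 hr at 25C. Cells were ATM-null patient fibroblasts ([…], hTERT), dosed 60 min, then exposed to the DSB inducer NCS for 30 min.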
Active calls of the source: *; & = joins results of further samples; [ ] = remark or other dose. Unless noted, calls follow the shape of the dose curve; as a rule, active = well fitted curve in the direction sought with a large enough effect; inconclusive = small, poorly fitted or top-dose-only effect, or another doubt; inactive = no such curve, though single readings can be large; an effect the other way counts as inactive or inconclusive. Rows were taken by chance; overall some 3.2% were active at least once.

Screening COc1ccc(CN2CCCC(C(=O)c3ccc(Cl)cc3)C2)cc1Cn1cccn1 (configuration not stated) returned ELG1 repair inh -19%, BCR signal inh inconclusive, Mito fusion yeast -12%, Tb PFK block -2%, TCR activator 5%, Integrin act MD -51%[inhibitor], TSHR antagonist 28, TSG101-PTAP inh -5%, S-ASM inh -3%, Eya2 inh 3% and AT treatment -2%.
`CCN(CC)CCCNC(=O)c1cn(CC(C)C)c(=O)c2c1c1ccccc1n2C` gave ELG1 repair inh 1%, BCR signal inh 4%, Mito fusion yeast -4%, Tb PFK block 8%, TCR activator -4%, Integrin act MD -22%, TSHR antagonist -2, TSG101-PTAP inh -2%, S-ASM inh 9%, Eya2 inh 1% and AT treatment inconclusive.
Screening O=C(CSc1nnc(CNC(=O)c2c(F)cccc2Cl)o1)NC1CCCCC1 returned ELG1 repair inh -2%, BCR signal inh 0%, Mito fusion yeast -1%, Tb PFK block 2%, TCR activator 1%, Integrin act MD inconclusive, TSHR antagonist 7, TSG101-PTAP inh -3%, S-ASM inh -4%, Eya2 inh 3% and AT treatment 0%.
CCN(CC(=O)NCc1ccc(Cl)cc1)C(=O)CSc1ccccc1F was read as ELG1 repair inh 9%, BCR signal inh 2%, Mito fusion yeast -2%, Tb PFK block 0%, TCR activator 0%, Integrin act MD 16%, TSHR antagonist 28, TSG101-PTAP inh 0%, S-ASM inh -2%, Eya2 inh 5% and AT treatment 2%.
CCN(CC)C(=S)Sc1c(-c2ccccc2)c2cc(Cl)ccc2[nH]c1=O was read as ELG1 repair inh -10%, BCR signal inh -16%, Mito fusion yeast 1%, Tb PFK block -2%, TCR activator -3%, Integrin act MD 3%, TSHR antagonist -3, TSG101-PTAP inh -4%, S-ASM inh -25%, Eya2 inh 12% and AT treatment 1%.
For O=[N+]([O-])c1ccc(CSc2ncnc3c2ncn3[C@@H]2O[C@H](CO)[C@@H](O)[C@H]2O)cc1 the results were BCR signal inh inconclusive, Mito fusion yeast 6%&-4%, Tb PFK block inconclusive, TCR activator -5%, TSHR antagonist -15&0, TSG101-PTAP inh 0%, S-ASM inh -4%, Eya2 inh 4%&2% and AT treatment 13%.
O=C(N/N=C\c1ccc(F)cc1)c1csnn1 was read as ELG1 repair inh inconclusive, BCR signal inh inconclusive, Mito fusion yeast 1%, Tb PFK block -1%, TCR activator 1%, Integrin act MD 16%, TSHR antagonist 1, TSG101-PTAP inh 1%, S-ASM inh 3%, Eya2 inh -16% and AT treatment 2%.
For COC(=O)c1sc(SC)nc1N the results were ELG1 repair inh 26%, BCR signal inh 4%, Mito fusion yeast 0%, Tb PFK block -7%, TCR activator 1%, Integrin act MD -4%, TSHR antagonist -1, TSG101-PTAP inh -6%, S-ASM inh 3%, Eya2 inh -6% and AT treatment -3%.
`CSc1nnc(NC(=O)c2nc(S(=O)(=O)Cc3cccc(C)c3)ncc2Cl)s1` gave ELG1 repair inh -49%, BCR signal inh inconclusive, Mito fusion yeast -11%, Tb PFK block 2%, TCR activator 1%, Integrin act MD -73%[inhibitor], TSHR antagonist inconclusive, TSG101-PTAP inh 1%, S-ASM inh -2%, Eya2 inh 3% and AT treatment 6%.
Screening CCOC(=O)N1CCN(c2c(-c3ccc(C)c(C)c3)c(=O)c2=O)CC1 returned ELG1 repair inh -4%, BCR signal inh 15%, Mito fusion yeast -1%, Tb PFK block 0%, TCR activator -2%[46.1 µM], Integrin act MD -39%, TSHR antagonist -7, TSG101-PTAP inh -4%, S-ASM inh -1%, Eya2 inh -4% and AT treatment 1%.
CCOc1ccc(C(=O)Nc2ncccc2Cl)cc1 was read as ELG1 repair inh inconclusive, BCR signal inh inconclusive, Mito fusion yeast 1%, Tb PFK block 20%, TCR activator -3%, Integrin act MD 13%, TSHR antagonist -5, TSG101-PTAP inh 0%, S-ASM inh 1%, Eya2 inh 10% and AT treatment 1%.
O=C1/C(=C/c2ccco2)SC(=S)N1c1cccnc1 was read as ELG1 repair inh inconclusive, BCR signal inh 0%, Mito fusion yeast 3%, Tb PFK block inconclusive, TCR activator -4%, Integrin act MD -7%, TSHR antagonist 5, TSG101-PTAP inh -3%, S-ASM inh -9%, Eya2 inh -19% and AT treatment -12%.
Screening COc1cccc(OCc2cc(C(=O)NC3CCOCC3)no2)c1 returned ELG1 repair inh inconclusive, BCR signal inh -30%, Mito fusion yeast -2%, Tb PFK block 0%, TCR activator -1%, Integrin act MD 24%, TSHR antagonist 1, TSG101-PTAP inh -5%, S-ASM inh -1%, Eya2 inh -11% and AT treatment 5%.
Cc1ccc2nc(C)c(C(=O)N/N=C/c3ccccc3[N+](=O)[O-])cc2c1 was read as ELG1 repair inh -15%, BCR signal inh 0%, Mito fusion yeast -2%, Tb PFK block -6%, TCR activator -6%[46.1 µM], Integrin act MD 3%, TSHR antagonist -4, TSG101-PTAP inh -3%, S-ASM inh -5%, Eya2 inh 0% and AT treatment -2%.
Screening CCNc1nc(NCC)nc(N(CC)C(N)=S)n1 returned ELG1 repair inh inconclusive, BCR signal inh 12%, Mito fusion yeast 0%, Tb PFK block 0%, TCR activator 1%, Integrin act MD -11%, TSHR antagonist -5, TSG101-PTAP inh 0%, S-ASM inh 4%, Eya2 inh 3% and AT treatment -4%.
For Cc1onc(-c2ccccc2Cl)c1C(=O)Nc1ccc(-c2nnc3n2CCCCC3)cc1 the results were ELG1 repair inh inconclusive, BCR signal inh 6%, Mito fusion yeast 7%, Tb PFK block 1%, TCR activator -9%, Integrin act MD 1%, TSHR antagonist -3, TSG101-PTAP inh -4%, S-ASM inh -1%, Eya2 inh 17% and AT treatment 12%.
For CCn1c(SCC(=O)Nc2oc(-c3ccccc3)c(-c3ccccc3)c2C#N)nnc1-c1ccco1 the results were ELG1 repair inh -1%, BCR signal inh inconclusive, Mito fusion yeast -5%, Tb PFK block -4%, TCR activator -3%, Integrin act MD 7%, TSHR antagonist -11, TSG101-PTAP inh 0%, S-ASM inh -13%, Eya2 inh -5% and AT treatment -9%.
For O=C(O)C1(c2ccccc2)CCN(S(=O)(=O)c2cccs2)CC1 the results were ELG1 repair inh -7%, BCR signal inh 1%, Mito fusion yeast -5%, Tb PFK block -6%, Integrin act MD 17%, TSHR antagonist -5, TSG101-PTAP inh -1%, S-ASM inh -1%, Eya2 inh -2% and AT treatment -2%.
COc1ccc(-c2nc(SCc3ccccc3)n(C(=O)c3ccco3)n2)cc1 was read as ELG1 repair inh inconclusive, BCR signal inh inconclusive, Mito fusion yeast 1%, Tb PFK block -1%, TCR activator 3%, Integrin act MD 21%, TSHR antagonist 0, TSG101-PTAP inh 2%, S-ASM inh 0%, Eya2 inh 14% and AT treatment 4%.
c1ccc(C2(Cn3ccc4ccccc43)OCCO2)cc1 was read as ELG1 repair inh -3%, BCR signal inh 8%, Mito fusion yeast 3%, Tb PFK block 7%, TCR activator 0%, Integrin act MD 0%, TSHR antagonist -13, TSG101-PTAP inh -7%, S-ASM inh -1%, Eya2 inh -18% and AT treatment 5%.
Screening Cc1cc(C)nc(NC(=O)NS(=O)(=O)N2CCCCCC2)n1 returned ELG1 repair inh -1%, BCR signal inh 3%, Mito fusion yeast -1%, Tb PFK block 11%, TCR activator 4%, Integrin act MD -8%, TSHR antagonist 2, TSG101-PTAP inh -9%, S-ASM inh 2%, Eya2 inh 13% and AT treatment -2%.
